FBW7 act: human FBW7 E3 ligase activation, primary screen. AlphaScreen FBW7–phospho-cyclin E peptide binding, activator screen. normalized activity (activation), % at 26.1 µM. 650,000 tested, 0.13% active. AID 1259310; in the data active = normalized activity above about 1.9%;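 note: purified mutant Fbw7 with reduced substrate affinity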
Target sequence (Q969H0 whole entry, looked up): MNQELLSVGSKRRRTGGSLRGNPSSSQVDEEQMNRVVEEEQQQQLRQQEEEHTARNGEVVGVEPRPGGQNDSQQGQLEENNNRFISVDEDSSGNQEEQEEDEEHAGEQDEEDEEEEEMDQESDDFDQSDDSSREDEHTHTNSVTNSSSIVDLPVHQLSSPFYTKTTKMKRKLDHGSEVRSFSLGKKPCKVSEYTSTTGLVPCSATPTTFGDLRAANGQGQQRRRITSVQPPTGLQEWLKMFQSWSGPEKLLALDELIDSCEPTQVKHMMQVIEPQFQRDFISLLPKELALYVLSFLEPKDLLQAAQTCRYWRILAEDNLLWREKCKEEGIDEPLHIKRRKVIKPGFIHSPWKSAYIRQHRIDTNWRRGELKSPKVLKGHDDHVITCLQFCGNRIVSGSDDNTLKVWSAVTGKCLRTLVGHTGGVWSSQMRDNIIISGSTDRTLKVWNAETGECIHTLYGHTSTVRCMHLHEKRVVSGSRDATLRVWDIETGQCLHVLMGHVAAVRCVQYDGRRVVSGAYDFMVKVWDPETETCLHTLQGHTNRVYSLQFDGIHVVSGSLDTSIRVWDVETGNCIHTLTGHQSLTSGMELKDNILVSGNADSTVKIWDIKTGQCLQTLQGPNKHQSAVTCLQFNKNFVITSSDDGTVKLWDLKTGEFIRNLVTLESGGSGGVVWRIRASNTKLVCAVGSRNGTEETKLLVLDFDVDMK
TEAD-YAP block: TEAD-YAP interaction inhibition. inhibition, % at 9.12 µM. 640,000 tested, 1.4% active. HEK-TIYL cells, TEAD-Gal4/YAP UAS-luciferase luminescence. AID 1259422; in the data active = inhibition above about 32%;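 note: 0% = median of test compound wells and 100% = reference inhibitor wells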
MITF primary: human MITF inhibition, primary screen | O75030 | AlphaScreen MITF homodimerization, bead proximity signal | inhibition, % at 2.6 µM | 650,000 tested, 0.91% active | AID 1259374; in the data active = inhibition above about 50%;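 note: 0% = vehicle wells with protein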
GPR151 ag: activates the human receptor GPR151; Q8TDV0; PathHunter beta-arrestin GPR151 cells, luminescence; activation, % at 11.2 µM; 650,000 tested, 1% active; AID 1508602; in the data active = activation above about 4.9%;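 note: 0% = median of compound wells and 100% = cells with positive control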
Target sequence (Q8TDV0 whole entry, looked up): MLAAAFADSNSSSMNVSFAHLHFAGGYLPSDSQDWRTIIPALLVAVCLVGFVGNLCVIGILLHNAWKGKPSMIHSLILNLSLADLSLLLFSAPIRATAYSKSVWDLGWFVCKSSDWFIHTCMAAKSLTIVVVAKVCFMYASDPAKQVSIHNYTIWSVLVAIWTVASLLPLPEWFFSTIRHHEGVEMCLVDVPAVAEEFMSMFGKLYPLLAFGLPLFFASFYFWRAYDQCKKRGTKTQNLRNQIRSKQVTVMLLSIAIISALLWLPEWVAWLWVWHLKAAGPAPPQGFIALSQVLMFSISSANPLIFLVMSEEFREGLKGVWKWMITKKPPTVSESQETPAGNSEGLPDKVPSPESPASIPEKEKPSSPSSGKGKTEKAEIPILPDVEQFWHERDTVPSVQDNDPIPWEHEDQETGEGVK
* hit, by the source's call.

SMILES	FBW7 act	TEAD-YAP block	MITF primary	GPR151 ag
FC(F)(F)c1nnc2n1N=C(c1ccc(Cl)c(Cl)c1)CS2	-0.1	3	-6	-0.3
CN1CCN(CCc2cn3ncc(C#N)c3nc2-c2ccc(F)cc2)CC1	0.0	13	-2	-0.3
CCCCNC(=O)CCCOc1ccc(CC)cc1	0.2	-11	12	0.1
O=C(NCCCCNc1ccc(C(F)(F)F)cc1[N+](=O)[O-])c1ccc(Cl)cc1	0.1	3	8	1.0
NC(=O)c1cc(Br)c(O)c(Br)c1	-0.1	-10	-18	0.2
O=C(NNC(=O)NC1CCCCC1)NC1CCCCC1	0.0	10	-6	-1.1
O=c1oc2ccc(Br)cc2cc1-c1csc(NC2CCCCC2)n1	0.3	-9	-1	1.9
CCNS(=O)(=O)c1ccc(C(=O)N2CCCC2)cc1	-0.2	-4	-3	-0.1
COC(=O)C1=CN(Cc2ccc(OC)cc2)C=C(C(=O)OC)C1c1ccc(F)cc1	0.2	4	-3	-0.6
O=C(Oc1ccc(NC2=NS(=O)(=O)c3ccccc32)cc1)c1ccccc1F	-0.1	-3	20	1.1
O=C(c1c(C(F)(F)F)nc2ccccn12)N1CCC2(CC1)OCCO2	0.0	16	-1	-0.6
O=c1cc(C(F)(F)C(F)(F)F)oc2ccc(Cl)cc12	-0.1	-5	-6	-0.7
CCOC(=O)c1c(NC(=O)c2cnn3c2NC(c2ccccc2)CC3C(F)(F)F)sc2c1CCCC2 (configuration not stated)	0.0	-1	3	0.6
O=C1COc2ccc(C(=O)COC(=O)C3CCCCC3)cc2N1	0.3	5	3	2.7
CN(C(=O)c1ccccc1)c1ccc(N)cc1	-0.1	-7	-5	1.5
CN(Cc1ccccc1)C(=O)c1ccc(-c2cnn(C)c2)nc1	0.8	-13	3	-0.4
COc1ccc(OC)c(S(=O)(=O)N2CCN(c3ncccn3)CC2)c1	0.0	6	2	1.1
N/C(=N\OC(=O)/C=C/c1ccccc1)c1ccccc1	-0.1	-30	-12	1.0
Cc1ccc(Nc2nc(N)c(C#N)c(CC#N)c2C#N)cc1	0.1	13	3	1.7
Cc1cccc(N2CCN(c3nc4ccccc4n4cnnc34)CC2)c1C	0.0	-4	0	-2.0
Cc1cc(C)cc(OCCOc2ccc(C=C3C(=O)NC(=O)NC3=O)cc2)c1	-0.8	-1	-4	-0.1
O=C(CSc1nc2ccc(N3CCCCC3)cc2c(=O)n1Cc1ccccc1)c1ccc(Cl)c(Cl)c1	-0.1	-11	-8	2.3
O=C(NCc1ccccc1)/C(=C\c1ccc(Br)cc1)NC(=O)c1ccc([N+](=O)[O-])cc1	0.1	3	12	-1.0
Cc1sc(NC(=O)C(C)(C)C)nc1-c1ccc2c(c1)CCN2S(C)(=O)=O	-0.1	9	18	0.3
Cc1cccc(Oc2cc(NC(=O)c3ccncc3)cc([N+](=O)[O-])c2)c1	0.0	2	9	0.9
CCN1C(=O)/C(=C2/C=Cc3ccccc3N2CC)SC1=Nc1ccc(N2CCOCC2)cc1	0.4	6	-11	-1.3
Cc1onc(-c2ccccc2)c1C1=N/C(=C\c2ccc(Br)cc2)C(=O)O1	0.0	-1	11	0.5
O=C(CSc1ccccc1)Nc1cccc(-c2nnc(-c3ccco3)o2)c1	-0.2	-17	6	0.8
Cc1cnccc1CN(C)C(=O)CCc1nnc(CCC2CCCCC2)o1	-0.1	-24	-6	-0.6
CCc1cc2c(=O)c(-c3ccc4c(c3)OCO4)c(C)oc2cc1O	-0.1	-3	11	-0.1
CCOC(=O)N1CCN(Cc2nc3c(c(=O)[nH]c(=O)n3C)n2Cc2ccc(C)cc2)CC1	0.2	-1	8	2.0
CCSCCOC(=O)C1=C(C)NC2=C(C(=O)CCC2)C1c1ccc(F)cc1 (configuration not stated)	0.1	8	-5	0.1
COc1ccc(OC)c(CN2CCN(Cc3cc(OC)c(OC)c(OC)c3)CC2)c1	-0.1	-10	68*	0.8
COCCNc1c(-c2ccccc2)nc2ccc(C)cn12	0.1	-24	5	-1.2
O=S(=O)(c1cccnc1)N1CCN(Cc2ccc3c(c2)OCO3)CC1	0.0	-11	-9	1.1
CC(SCC(=O)O)=C1C(=O)c2ccccc2C1=O	-0.2	6	-15	1.2
O=C(O)c1ccccc1C(=O)Nc1cccc(O)c1	0.8	7	2	0.2
CC1CN(CCCOc2ccc(C(C)(C)C)cc2)CC(C)O1 (configuration not stated)	-0.3	8	37	1.8
Cc1cc(C)c2c(n1)sc1c(=O)oc(C)nc12	0.1	4	5	-1.0
CCOc1ccc(OCCOC(=O)CNC(=O)c2ccc(C)s2)cc1	0.2	-1	-7	1.3

Grouped by structure, the entries above with a nitro group on carbon
SMILES	FBW7 act	TEAD-YAP block	MITF primary	GPR151 ag
O=C(NCCCCNc1ccc(C(F)(F)F)cc1[N+](=O)[O-])c1ccc(Cl)cc1	0.1	3	8	1.0
O=C(NCc1ccccc1)/C(=C\c1ccc(Br)cc1)NC(=O)c1ccc([N+](=O)[O-])cc1	0.1	3	12	-1.0
Cc1cccc(Oc2cc(NC(=O)c3ccncc3)cc([N+](=O)[O-])c2)c1	0.0	2	9	0.9

Only GPR151 ag, for some of the entries so far:
SMILES,GPR151 ag
Cc1cc(C)cc(OCCOc2ccc(C=C3C(=O)NC(=O)NC3=O)cc2)c1,-0.1
O=C(CSc1nc2ccc(N3CCCCC3)cc2c(=O)n1Cc1ccccc1)c1ccc(Cl)c(Cl)c1,2.3

The list goes on.
SMILES	FBW7 act	TEAD-YAP block	MITF primary	GPR151 ag
Cc1ccccc1-n1c(SCC(=O)N2CCCC2)nnc1-c1ccccn1	-0.1	-2	4	2.0
COc1ccc(NC(=O)c2oc3ccccc3c2NC(=O)CC(C)(C)C)c(OC)c1	0.0	1	-3	-0.3
COc1ccc(-c2ccc(C(=O)C3CC3)cc2)cc1	0.1	-53	2	-1.7
COc1ccc(CSc2nc(N)cc(N)n2)cc1F	0.2	-27	11	0.1
CCOc1ccc(C(=O)Nc2ccc(-c3nc4cc(C)ccc4o3)cc2)cc1	0.2	-22	5	-0.9
CCN1CCCC1CNCc1c(C(=O)O)n(Cc2cc(C)ccc2C)c2ccccc12 (configuration not stated)	-0.2	-13	0	0.0
CNC(=O)OCc1ccc(-c2ccc(C)cc2)o1	-0.8	-26	1	-0.5
CC(C)Cc1ccc(CN2CCc3nnc(CNS(=O)(=O)C(C)C)n3CC2)cc1	0.0	4	-3	1.5
COc1ccc(CC(NC(C)=O)C(=O)NC2CCN(C(=O)c3cnccn3)CC2)cc1 (configuration not stated)	0.0	-4	-6	0.6
CN(C)CCn1nc(-c2nccc3ccccc23)oc1=O	0.0	-9	6	0.7
CC(C)OC(=O)CCCCCN1C(=O)CSC1=S	0.1	12	19	-1.9
COc1ccccc1Nc1nc(-c2ccccc2Cl)nc2ccccc12	0.0	22	-3	0.4
COc1cc(NC(=O)c2ccc(C)cc2)ccc1NC(=O)c1cc2ccccc2o1	0.8	-7	5	-0.6
CC(NC(=O)c1ccc(S(=O)(=O)NCc2ccco2)cc1)C12CC3CC(CC(C3)C1)C2 (configuration not stated)	0.0	-3	6	0.0
O=C(CSCc1ccc(Cl)cc1Cl)Nc1ccc2c(c1)C(=O)NC2=O	0.0	13	17	1.4
Fc1ccc2c(c1)[C@@H]1C=CC[C@@H]1[C@H](c1cc3c(cc1Br)OCO3)N2	0.0	10	-2	-1.2
CCc1ccccc1N(CC(=O)Nc1ccccc1C(=O)NC(C)CC)S(C)(=O)=O (configuration not stated)	-0.1	-4	8	-0.8
O=C(NCc1ccc(Cl)cc1)c1cccnc1	0.2	10	-5	0.9
COc1ccc(C(=O)CN2CCc3nc4ccncc4cc3C2)cc1	0.1	-11	13	1.7
O=C1c2cc(N3CCOCC3)c([N+](=O)[O-])cc2C(=O)N1CCc1ccccc1	-0.1	4	19	2.1
CC(C)n1c(SCC(=O)c2ccc(Cl)cc2)nc2c1c(=O)[nH]c(=O)n2C	0.0	8	12	0.1
Nc1nnc(Cc2c[nH]c3ccccc23)s1	-0.2	-7	0	0.2
CC(OC(=O)C1=NNC(=O)CC1)C(=O)Nc1cccc(Cl)c1 (configuration not stated)	0.2	-1	19	-0.6
CCCOC(=O)COc1cc2oc(=O)c3c(c2cc1Cl)CCCC3	-0.1	-2	-6	-1.3
Cc1cnc(Nc2ccccn2)nc1Nc1ccc(Oc2ccccc2)cc1	-0.1	17	9	1.2
Cc1ccc(NC(=O)CCc2c[nH]c3ccccc23)cc1	0.0	-11	-4	0.5
Nn1c(SCC(=O)Nc2cccc(Br)c2)nnc1C1CC1	0.1	6	3	1.8
O=C1c2ccc([N+](=O)[O-])cc2C(=O)N1c1ccc(-c2nc3ccccc3s2)cc1	0.1	-4	22	0.4
CCC1CCc2c(sc(N3C(=O)C4C5CCC(C5)C4C3=O)c2C(N)=O)C1 (configuration not stated)	0.1	-4	11	-0.2
CCC(C)(C)NS(=O)(=O)c1ccc(CCN2C(=O)c3cccnc3C2=O)cc1	-0.3	-6	2	-0.2
O=C(/C=C/c1ccc(F)cc1)c1cccc([N+](=O)[O-])c1	0.0	7	-15	0.5
CNCCCOc1c(Cl)ccc(C)c1C	0.1	5	44	-0.2
COc1ccc(S(=O)(=O)N(Cc2ccc(Cl)cc2)CC2CCC(C(=O)O)CC2)cc1 (configuration not stated)	0.2	3	4	-0.1
CC(=O)c1ccc(NC2=C(Cl)C(=O)OC2OC(=O)c2ccccc2)cc1 (configuration not stated)	-0.3	-8	8	0.3
CCN1/C(=c2/sc(=C3C(=O)c4ccccc4C3=O)n(C)c2=O)C=Cc2ccccc21	0.5	8	6	2.4
Cc1ccc2c(c1)-c1c(ssc1=S)C(C)(C)N2C(=O)c1ccc(C(F)(F)F)cc1	-0.2	1	12	-0.5
CCSc1nnc2c(n1)OC(c1ccc(C)o1)Nc1ccccc1-2 (configuration not stated)	-0.1	-22	0	0.1
CC(c1ccccc1)n1cnc2c1C(=O)c1ccccc1C2=O (configuration not stated)	0.1	3	9	1.5
Cc1ccccc1C(=O)Nc1ccc2c(c1)CC(=O)N2C	0.0	-11	10	3.6
CC(=O)N1CCN(c2c(C)c(C)nc3c(-c4ccccc4)c(C)nn23)CC1	0.2	1	9	-0.8
CCCc1cc2nnc(SCC(=O)N(C)C3CCCCC3)n2c(N)n1	0.1	7	10	1.5
C/C(Cl)=C\CSc1nc(N2CCOCC2)c2c(c1C#N)CC(C)(C)OC2	0.1	-14	-10	1.5
CS(=O)(=O)N1CCN=C1SCc1cccnc1	0.0	-1	7	2.1
CCOC(=O)C1CCC(CN(Cc2ccc(Cl)cc2)S(=O)(=O)c2ccc(F)c(C(=O)Nc3c(C)cccc3C)c2)CC1 (configuration not stated)	-0.3	11	12	0.2
COc1ccc(-n2nc3c(c2NC(=O)c2ccc(S(=O)(=O)N4CCOCC4)cc2)CS(=O)(=O)C3)cc1	-0.1	-1	-5	1.5
N#Cc1nc(-c2ccccc2Cl)oc1NCc1ccco1	-0.1	-25	5	-0.4
COc1ccccc1N1CCN(C2CCCN(C(=O)c3cc(C(F)(F)F)[nH]n3)C2)CC1 (configuration not stated)	0.2	3	2	0.8
CC(C)(C)C(=O)Nc1ccc2c(c1)OCO2	0.2	-13	16	-0.6
O=C(CN1C(=O)CCC1=O)Nc1cccc(C(F)(F)F)c1	0.1	1	9	0.1
COC(=O)c1ccc(CC(=O)c2c(C)cc(O)cc2O)o1	-0.2	1	12	-1.6
Cc1cc(C(F)(F)F)c(C#N)c(SCC(=O)NC2CC2)n1	-0.1	4	9	1.1
COC(=O)c1c(NC(=O)Cn2cc([N+](=O)[O-])cn2)sc2c1CCCC2	-0.1	3	-3	-1.6
CCOC(=O)COc1ccccc1/C=C1/NC(=O)N(Cc2ccc(F)cc2)C1=O	-0.1	0	-1	-1.5
Cc1c(C(=O)Nc2ccc(F)c(Cl)c2)sc2nc(C)n(C)c(=O)c12	0.2	-17	15	-2.6
COc1cc(/C=N/NC(=O)c2ccc(F)cc2)cc(Cl)c1O	-0.1	-25	6	-0.4
CN1CCN(C(=O)Cn2ncc3c4ccccc4n(Cc4ccccc4F)c3c2=O)CC1	0.2	-4	-3	-0.6
CC(=O)c1ccc(NC(=O)COC(=O)CNC(=O)c2ccc([N+](=O)[O-])c(C)c2)cc1	0.2	-4	15	1.4
CCCCCOc1ccc(C(=O)Nc2ccc3c(c2)C(=O)NC3=O)cc1	0.3	-4	-4	0.1
COC(=O)c1ccccc1NC(=S)NC(=O)c1ccccc1[N+](=O)[O-]	-0.1	-15	2	0.3
Cc1ccc(S(=O)(=O)N(C)CCCC(N)=O)cc1	0.1	2	6	0.2

Arranged by length of the SMILES (smallest number first): part of the list above
SMILES	FBW7 act	TEAD-YAP block	MITF primary	GPR151 ag
CC(C)(C)C(=O)Nc1ccc2c(c1)OCO2	0.2	-13	16	-0.6
CCCCCOc1ccc(C(=O)Nc2ccc3c(c2)C(=O)NC3=O)cc1	0.3	-4	-4	0.1
COc1ccccc1N1CCN(C2CCCN(C(=O)c3cc(C(F)(F)F)[nH]n3)C2)CC1 (configuration not stated)	0.2	3	2	0.8
CC(=O)c1ccc(NC(=O)COC(=O)CNC(=O)c2ccc([N+](=O)[O-])c(C)c2)cc1	0.2	-4	15	1.4

Following part.
SMILES	FBW7 act	TEAD-YAP block	MITF primary	GPR151 ag
Cc1ccccc1CN1CCN(Cc2c(C)nn(C)c2Cl)CCC1=O	0.0	1	-17	-0.4
Cc1cccc(-c2nnc(NC(=O)c3ccc(F)cc3)s2)c1	0.0	1	9	-1.0
O=C(NCCO)C(=O)NCC(c1ccco1)S(=O)(=O)c1ccc(F)cc1 (configuration not stated)	-0.1	-7	1	1.1
CCOC(=O)c1sc2ncnc(N3CCN(c4ccc(OC)cc4)CC3)c2c1C	0.3	7	5	-0.1
Cc1ccc2cc(CN(Cc3cccnc3)S(=O)(=O)c3ccccc3)c(=O)[nH]c2c1	-0.3	-2	-10	-0.1
CC(C)c1nc2ccc(-c3ccnc(Nc4cccc(C(=O)NC5CC5)c4)n3)cc2c(=O)[nH]1	0.1	-4	12	-0.1

Compound activity from PubChem BioAssay.
